Screening results from PubChem BioAssay.
Statin myotox sup: suppression of simvastatin myotoxicity. C2C12 myotubes + simvastatin, ATP luminescence, 48 h; scaled: DMSO 0, geranylgeraniol control 100. AID 602340. 330,000 compounds, 0.78% hits. rescue of ATP level, % at 7.49 µM;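 active = mean ATP rescue above about 67%, or every replicate alone reaching that limit, limit read from the data, passing the limit was not always enough; inconclusive = no clear call, values can overlap the other calls; inactive = mean under the limit and some replicate under it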;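 also: myotubes were challenged with 10 µM simvastatin during compound exposure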
LGR2 inh: Drosophila LGR2 receptor signaling inhibition. HEK293 LGR2, CRE-luciferase, bursicon-stimulated, 4 h. inhibition, % at 9.99 µM. 380,000 compounds, 0.35% hits. AID 720647;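 active = drop in luminescence signal, shown as inhibition above about 50% in the replicate tests, limit read from the data, passing the limit was not always enough; inconclusive = probably only some replicates passing the limit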;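 also: agonist challenge used bursicon conditioned medium at about half maximal strength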
FN deposition inh: fibronectin deposition inhibition | AH1F fibroblasts, Alexa488-fibronectin deposition fluorescence, overnight | inhibition, % at 12.6 µM | 350,000 compounds, 0.086% hits | AID 743247;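 active = mean inhibition across replicates of 30% or more, regardless of how many single replicates reach that level; inconclusive = mean under 30% yet at least half of replicates reach 30%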;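 also: positive control wells lacked labelled fibronectin entirely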
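material = AH1F fibroblast monolayer depositing Alexa488-labelled fibronectin into matrix | amount = 10000 AH1F cells/well | buffer or medium = DMEM plus 2% serum, read in PBS | incubation = 1 h cell adhesion before compound, then overnight fibronectin incubation | detection = fluorescence at 485 nm excitation, 525 nm emission | evaluation = percent inhibition as loss of matrix-bound fibronectin fluorescence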
CASP6 VEID inh: inhibitors of human caspase-6; P55212; purified caspase-6, Z-VEID-R110 cleavage fluorescence; inhibition, % at 12.5 µM; 350,000 compounds, 0.53% hits; AID 686996;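 active = mean inhibition across replicates at least about 35%, with every replicate also reaching that limit, limit read from the data; inconclusive = only one of the two criteria met; inactive = neither criterion met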;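 also: 0% = median of neutral control wells and 100% = no fluorescence left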
Target sequence (P55212 24-179 limits assumed): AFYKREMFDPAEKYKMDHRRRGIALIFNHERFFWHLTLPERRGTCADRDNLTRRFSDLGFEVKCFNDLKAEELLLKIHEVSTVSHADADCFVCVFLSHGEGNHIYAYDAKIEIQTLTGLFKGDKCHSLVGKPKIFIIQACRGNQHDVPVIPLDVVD
Target sequence (P55212 194-293 limits assumed): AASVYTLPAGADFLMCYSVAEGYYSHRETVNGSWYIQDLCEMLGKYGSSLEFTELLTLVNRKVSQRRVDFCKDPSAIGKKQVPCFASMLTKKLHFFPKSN
esBAF inh: inhibitors of esBAF chromatin remodeling in mouse ES cells. Bmi1-luciferase knock-in reporter, 24 h; 100% = twice the neutral-well signal. reporter increase, % at 12.5 µM. 350,000 compounds, 2% hits. AID 602393; in the data active = activation above about 40%; inconclusive = no clear call, values can overlap the other calls;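 also: 0% = median of the plate's neutral control wells and 100% = double that signal; a rise in the Bmi1 reporter signal indicates esBAF inhibition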
S100A4 inh HTS: inhibitors of human S100A4 binding to myosin IIA peptide. P26447. S100A4/TAMRA-MyoIIA peptide fluorescence polarization. inhibition, % at 10.7 µM. 360,000 compounds, 0.14% hits;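 active = mean inhibition of at least 70% across replicates, with every replicate also reaching that level; inconclusive = mean inhibition reaches 70% but some replicates fall short; inactive = mean inhibition below 70%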
Target sequence (P26447 whole entry, looked up): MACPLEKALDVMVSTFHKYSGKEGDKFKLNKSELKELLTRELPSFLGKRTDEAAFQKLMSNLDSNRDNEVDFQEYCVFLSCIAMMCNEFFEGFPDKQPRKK
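Material: S100A4 monomer protein | Medium: HEPES pH 7.2 with CaCl2, KCl, NaCl, DTT, Triton | Reagent: Labelled myosin peptide probe, 5 nM | Doses: One dose per compound | Times: 5 min incubation before reading | Benchmarks: Neutral control DMSO, positive control TFP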
SIRT5 block: sirtuin-5 (human) deacylase inhibition; Q9NXA8; Purified SirT5, succinyl-peptide AMC, trypsin-coupled fluorescence; inhibition, % at 15 µM; 330,000 compounds, 1.1% hits; AID 652115; in the data active = inhibition above about 15%; inconclusive = no clear call, values can overlap the other calls
Target sequence (Q9NXA8 whole entry, looked up): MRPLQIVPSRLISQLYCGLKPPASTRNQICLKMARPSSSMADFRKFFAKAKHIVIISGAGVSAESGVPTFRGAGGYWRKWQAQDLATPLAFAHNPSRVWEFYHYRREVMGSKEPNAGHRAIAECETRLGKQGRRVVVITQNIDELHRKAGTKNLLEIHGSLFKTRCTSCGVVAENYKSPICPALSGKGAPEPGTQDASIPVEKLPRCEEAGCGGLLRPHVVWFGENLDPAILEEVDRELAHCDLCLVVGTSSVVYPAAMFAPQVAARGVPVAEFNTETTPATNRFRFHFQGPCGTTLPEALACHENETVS
Starred values were filed as active, the others as inactive; ? = inconclusive; · = not tested or not shown; & = joins results of further samples. Only part of the results is shown (hit frequency here may not be typical).

mol	S100A4 inh HTS	Statin myotox sup	esBAF inh	SIRT5 block	FN deposition inh	LGR2 inh	CASP6 VEID inh
O=C1c2ccccc2-n2nnc(-c3ccccc3)c2C2c3ccccc3CCN12 (stereo not given)	0	-12	6	-3	2	3	3
Cc1ccc2c(c1)Oc1ccccc1N=C2	-2	19	-3	2	3	-36	-4
COc1ccc(C#Cc2ccc([C@@H]3[C@@H](CO)N4CCCCN(C(=O)Cc5ccccc5)C[C@H]34)cc2)cc1	11	-1	-3	5	·	7	0
O=[N+]([O-])c1ccc(Nc2ccccc2)cc1	6	1	4	6	-3	·	-3
Cc1nc2cc(C(F)(F)F)ccc2n1C1CCN(Cc2nnnn2Cc2cccs2)CC1	·	-5	5	·	10	·	·
C=CCOC(=O)C1=C(C)OC(N)=C(C(=O)OCC)C12C(=O)N(CC(N)=O)c1ccccc12 (stereo not given)	·	3	-5	·	0	·	·
O=[N+]([O-])c1ccccc1-c1cc(-c2ccccc2)cc(-c2ccccc2)[n+]1Cc1ccccc1Cl	2	·	·	·	-11	40	·
O=C(Cc1ccccn1)N1CCCCN2[C@H](CO)[C@@H](c3ccc(-c4ccc(F)cc4)cc3)[C@@H]2C1	-3	·	·	8	·	-2	-8
NCCCC(=O)OC1N=C(c2ccccc2Cl)c2cc(Br)ccc2NC1=O (stereo not given)	2	6	-7	0	-6	18	5
COc1ccc(CC(=O)N2CCN(C)CC2)cc1	·	-2	-7	·	-3	·	·
COc1ccccc1CN1[C@H](CO)[C@H](c2ccccc2)C12CN(C(=O)Cc1ccccc1)C2	2	·	·	6	11	5	3
CCN(CC)C(=O)c1ccc2c(c1)C1C=CCC1C(C(=O)O)N2 (stereo not given)	15	125*	-2	6	·	0	40*
CC(=O)c1c(C)n(Cc2ccccc2Cl)c2ccc(O)cc12	-2	0	1	-5	-5	10	-1
N#Cc1cccc(-c2ccc([C@@H]3[C@@H](CO)N4CCCCN(C(=O)Cc5ccccc5)C[C@@H]34)cc2)c1	1	·	·	0	·	-4	1
O=C1C=CC(=O)C=C1	12	-2	-11	-2	-1	-15	·
CCCN1[C@@H]2Cn3c(ccc(-c4ccccc4)c3=O)[C@H]1[C@@H](C(=O)OC)[C@@H]2CO	-10	2	4	-3	·	5	0
c1ccc(N2[C@@H]3CC[C@H]2c2ccccc2C3)cc1	1	0	-6	-4	4	-1	-1
COc1c(O)ccc2c1-c1c3c(cc4c1C(C2)N(C)CC4)OCO3 (stereo not given)	-3	-4	3	-5	-1	-6	3
O=C(c1ccccc1F)c1cn(CC(=O)N2CCCCC2)c2ccccc12	·	20	-3	·	1	7	·
O=C1NC(=O)C(=Cc2ccc(-c3ccccc3[N+](=O)[O-])o2)C(=O)N1	3	·	·	-2	-7	-13	8
c1cc(OCCN2CC2)ccn1	5	·	·	4	6	-9	-151
Cc1cc(C)cc(N2C(=O)NC(=O)/C(=C\C=C\c3ccco3)C2=O)c1	-14	0	2	-5	2	-4	28
Clc1ccccc1CN1CCN(c2ccccc2Cl)CC1	-4	·	·	1	·	14	0
CN(C)CC(C(=O)Cc1ccccc1)c1ccccc1 (stereo not given)	-4	-11	0	-2	32*	16	-4
O=C(Cc1ccccn1)N1CCCCN2[C@H](C1)[C@H](c1ccc(-c3ccccc3F)cc1)[C@@H]2CO	3	-2	7	0	·	20	1

Filtered by structure: the entries above with a furan ring, fused or not.
mol	S100A4 inh HTS	Statin myotox sup	esBAF inh	SIRT5 block	FN deposition inh	LGR2 inh	CASP6 VEID inh
O=C1NC(=O)C(=Cc2ccc(-c3ccccc3[N+](=O)[O-])o2)C(=O)N1	3	·	·	-2	-7	-13	8
Cc1cc(C)cc(N2C(=O)NC(=O)/C(=C\C=C\c3ccco3)C2=O)c1	-14	0	2	-5	2	-4	28

Next part:
mol	S100A4 inh HTS	Statin myotox sup	esBAF inh	SIRT5 block	FN deposition inh	LGR2 inh	CASP6 VEID inh
COC(=O)C1=C(c2ccc(OC(F)(F)F)cc2)C[C@@H]2CC[C@H]1N2C(=O)NC1CC1	-2	1	-2	·	0	10	2
Cc1ccc2[nH]c(C)c(CCNCc3cccnc3)c2c1	26	-3	2	-2	-4	3	-50
CCCCn1c(=O)c(C(=O)Nc2ccccc2Cl)c(O)c2ccccc21	0	13	16	-2	6	-2	-1
CCn1ccnc1CN1CCCC(C(=O)c2cccc(C(F)(F)F)c2)C1 (stereo not given)	-1	·	·	1	-1	-13	-7
O=C(Cc1cccnc1)N1CCCCN2[C@@H](CO)[C@H](c3ccc(C#CC4(O)CCCC4)cc3)[C@@H]2C1	6	6	-1	0	·	-3	-1
NCCCCCC(=O)OC1N=C(c2ccccc2Cl)c2cc(Br)ccc2NC1=O (stereo not given)	-11	9	-11	-3	-8	·	2
COc1ccc(CC(C)NC2CCCCCC2)cc1 (stereo not given)	4	28	-4	2	-1	-11	0
COc1ccc2c(c1)C(NC(C)=O)CCc1cc(OC)c(OC)c(OC)c1-2 (stereo not given)	-4	·	·	1	-28	-4	-1
O=C(O)[C@H]1[C@H](CO)[C@H]2Cn3c(ccc(-c4ccccc4)c3=O)[C@@H]1N2C(=O)C1CCCCC1	0	-5	2	-35	·	3	-1
COc1ccc(OC(=O)N(C)C[C@H]2OCc3cnnn3CCCC(=O)N([C@H](C)CO)C[C@@H]2C)cc1	1&6&7	-4&6&-3	0&5&-2	-2&2&-6	-8	-10&2	-3&-3&25
O=C(CN1CCCCC1)c1ccc2c(c1)OCO2	6	·	·	-1	1	-5	-3
CCOc1ccc(CN2CCN(C(=O)Cc3ccccc3)CC2)cc1	1	-5	4	0	-3	7	-2
Oc1ccc(Cl)cc1CN1CCN(Cc2ccccc2)CC1	·	-3	3	·	-7	·	·
C[C@]12CC[C@H](O)CC1=CCC1C2CC[C@@]2(C)C1C[C@@H](O)[C@@H]2O (stereo not given in full)	-3	-2	3	0	5	22	1
CC(=O)c1cc(C#N)c(N2CCN(C)CC2)nc1C	-1	·	·	1	-5	-22	-4
CCN1C(=O)NC(=O)C2(CCCC2)C1=O	-7	10	2	-3	3	13	-1
CC(C)(C)c1ccc(OC(=O)N2CCCCC2)cc1	-1	1	91*	6	3	-61	-1
CCC(C)(C)n1nnnc1C(c1cccs1)N1CC=C(c2ccc(F)cc2)CC1 (stereo not given)	-8	-12	-7	·	-7	2	1
CN1C(=O)NC(=O)/C(=C/c2ccc([N+](=O)[O-])s2)C1=O	-54	·	·	6	8	·	20
O=C1C(=O)c2cccc3cccc1c23	7	·	·	-7	-6	8	0
CC(=O)CCC(C)=O	19	-10	2	·	·	5	-4
Brc1cccc(CNCCc2ccc3c(c2)OCO3)c1	-4	7	17	0	14	7	1
O=C(C1CCC(=O)N1C1CCCC1)N1CCC2(CC1)OCCO2 (stereo not given)	·	0	-11	·	3	·	·
O=C(Cc1ccccc1)OCC(=O)c1ccc(F)cc1	-5	-2	3	2	-15	-12	-1
O=C(Cc1ccccc1)NC(Oc1ccccc1Cl)C(Cl)(Cl)Cl (stereo not given)	·	15	1	·	·	8	·
Cn1c(O)c(C(=Nc2ccccc2)SCc2ccc(Cl)cc2)c(=O)n(C)c1=O	-3	·	·	·	-4	-4	6
CN1C(=O)C(=Cc2ccccc2OCc2ccc(C(=O)O)cc2)C(=O)N(C)C1=O	-6	-6	3	-1	1	-5	17
c1ccc2c(c1)CN(Cc1ccc3c(c1)OCO3)Cc1cnnn1-2	7	12	2	-1	-6	26	-1
C#C[C@]1(O)CC[C@H]2[C@@H]3CCC4=CC(=O)CC[C@]4(C)[C@H]3CC[C@@]21C	-4	4	-1	-1	2	-2	6
C[C@@H]1C(=O)O[C@@H]2[C@H](O)C34[C@@H]5OC(=O)C3(O[C@H]3OC(=O)[C@H](O)C34[C@H](C(C)(C)C)[C@H]5O)[C@@]12O (stereo not given in full)	0	10	-4	-5	-10	6	1
COc1cc2c(cc1OC)C13CCN4C=C5CCOC6CC(=O)N2C1C6C5CC43 (stereo not given)	-2	·	·	·	7	18	0
O=C1CN=C(c2ccc(Cl)cc2)c2oc3ccccc3c2N1	-3	·	·	-5	8	·	-3
O=C1C(Br)C2CCC1C2C(=O)O (stereo not given)	-1	1	-6	-1	5	12	-3
CN1CCCC1c1ccc(=O)[nH]c1 (stereo not given)	-12	4	-1	-2	-3	0	0
CCOC(C(=O)OCCC[N+](C)(CC)CC)(c1ccccc1)c1ccccc1	-4	-4	-2	-5	·	8	-14
COP(=O)(C#Cc1ccccc1)C(O)c1ccc(Br)cc1 (stereo not given)	2	·	·	-3	-3	-7	1
O=c1[nH]c(=S)[nH]c(O)c1N=Nc1ccc(S(=O)(=O)N2CCOCC2)cc1	-2	-2	-2	-5	-2	20	0
CC(C)(C#CC(=O)O)OOC(c1ccccc1)(c1ccccc1)c1ccccc1	-11	8	-7	2	-2	6	4
Cn1c(O)c(C(=NCCc2c[nH]c3ccccc23)c2ccccc2)c(=O)n(C)c1=O	-11	·	·	-8	3	12	1
O=C1OCCC1C(=O)c1ccccc1 (stereo not given)	-1	·	·	·	0	7	-1
CCn1c(O)c(C=NCCN2CCOCC2)c(=O)n(CC)c1=S	-29	8	3	1	-5	6	2
CCOC(=O)[C@]12Cc3cc(OC)ccc3[C@H]1N(CC(=O)OC)C(=O)c1cc(OC)ccc12	-4	·	·	2	-10	?	2
CN=C(SCc1ccccc1)c1c(O)n(C)c(=O)n(C)c1=O	·	1	-6	·	1	·	·
COc1ccc(C2(c3cccc(O)c3OC)CCN(C(C)=O)CC2)cc1O	-3	1	-7	-1	-23	-14	3
COC(=O)[C@@H]1[C@@H](CO)[C@@H]2Cn3c(ccc(-c4cccnc4)c3=O)[C@H]1N2CCc1ccccc1	-39	9	3	-3	·	-3	-5
Oc1ccccc1Cl	-5	11	1	-3	·	24	1
C[C@H]1C(=O)O[C@@H]2CCN3CC=C(COC(=O)[C@](C)(O)[C@]1(C)O)[C@H]23	-2	13	-5	-3	-4	0	·
COc1ccc(C(=O)C2CCCN(C3CSCCSC3)C2)c(OC)c1 (stereo not given)	-3	3	5	2	11	11	5
O=[N+]([O-])c1ccc(N2CCNCC2)cc1NCc1ccco1	-3	·	·	·	6	-4	0
CCCC(C)n1[nH]c(=O)c2c1NC(=O)CSC2c1ccc(OC)c(OC)c1 (stereo not given)	·	-1	-3	·	-1	·	·

New compounds follow:
mol	S100A4 inh HTS	Statin myotox sup	esBAF inh	SIRT5 block	FN deposition inh	LGR2 inh	CASP6 VEID inh
CN1CCCC(C(=O)c2ccc(-c3ccccc3)cc2)C1 (stereo not given)	-6	2	12	-2	-1	-15	-11
COC(=O)[C@H]1[C@H](CO)[C@H]2Cn3c(ccc(-c4ccccc4)c3=O)[C@@H]1N2CC1CC1	12	5	-7	-1	·	-9	1
Cc1ccc(/C=C2\C(=O)NC(=O)N(CCc3ccc(F)cc3)C2=O)s1	35	8	?	0	10	-7	3
O=C(O)Cn1cc(/C=C2\C(=O)NC(=O)N(Cc3ccco3)C2=O)c2ccccc21	-29	16	-13	13	-3	16	74*
C=CCC1(Nc2ccccc2)CC(C)N(C)CC1C (stereo not given)	3	·	·	1	-2	-5	1
